Compound activity deposited in PubChem by The Scripps Research Institute Molecular Screening Center.
NR2E3 agonist: inhibitors of NR2E3-RetCOR corepressor binding, primary screen, NR2E3 agonist project, biochemical, TR-FRET, GST-NR2E3, biotin-RetCOR; actives 0.12% (n = 320,000); AID 2300, 2010; 1536-well; Photoreceptor-specific nuclear receptor (Homo sapiens), Q9Y5X4; inhibition of corepressor binding, % at 4.78 µM;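 active = percent inhibition above the cutoff of mean plus 3 SD of all tested compounds, set per screening campaign, cut at about 20% in these data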;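 note: 0% = DMSO wells and 100% = biotin wells as full block of FRET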
Target sequence (Q9Y5X4 whole entry, looked up): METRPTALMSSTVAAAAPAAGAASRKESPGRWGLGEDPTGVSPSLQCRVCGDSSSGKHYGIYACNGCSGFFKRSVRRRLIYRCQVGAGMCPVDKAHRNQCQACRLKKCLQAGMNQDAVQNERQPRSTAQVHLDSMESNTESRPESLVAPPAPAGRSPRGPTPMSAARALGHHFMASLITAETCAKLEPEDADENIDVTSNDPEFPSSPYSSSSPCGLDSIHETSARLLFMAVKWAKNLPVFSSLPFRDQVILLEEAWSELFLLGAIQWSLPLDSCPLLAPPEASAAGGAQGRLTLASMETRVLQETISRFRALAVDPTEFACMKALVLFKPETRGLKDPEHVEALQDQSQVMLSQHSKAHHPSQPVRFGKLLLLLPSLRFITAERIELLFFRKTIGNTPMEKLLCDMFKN
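Format: 1536-well format; test system: GST-NR2E3 and biotin-RetCOR proteins; read-out basis: percent inhibition of TR-FRET ratio; timing: 5 h incubation at 4 °C; detection: time-resolved FRET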
Active calls of the source: *. A portion of the library (hit frequency here may not be typical).

cpd	compound	NR2E3 agonist
1	CCn1cc(C(=O)Nc2cccc(C)c2)c(=O)c2ccc(C)nc21	-4
2	O=C(N/N=C(\c1ccccc1)c1cccnc1)c1cc(O)ccc1O	-5
3	C#CCOCCOCCOCCNc1nc(N2CCN(C(=O)C([C@@H](C)CC)n3cc(C(N)COC(=O)C(F)(F)F)nn3)CC2)nc(N2CCN(C(=O)C([C@@H](C)CC)n3cc(C(N)CC(C)C)nn3)CC2)n1 (stereo partly specified)	5
4	COc1ccccc1Oc1c(C)oc2c(CN3CCN(C)CC3)c(O)ccc2c1=O	2
5	COc1ccc(-c2coc3c(CN4CCCCC4)c(O)c(CN4CCCCC4)c(O)c3c2=O)cc1	5
6	CN1CCN(C2=Nc3cc(F)ccc3Cc3ccccc32)CC1	3
7	Cc1ccsc1/C=N/NC(=O)C1C(=O)NCC1c1ccccc1 (stereo unspecified)	11
8	CC1(C(=O)CSc2n[nH]c(-c3ccccc3Cl)n2)CCC(=O)O1 (stereo unspecified)	2
9	COC(=O)c1ccccc1NC(=O)CC(NCc1ccccc1)C(=O)O (stereo unspecified)	0
10	O=C1CC(Cc2ccccc2)C(=O)N1CCCn1ccnc1 (stereo unspecified)	-5
11	Cc1ccc(SCc2cc(=O)n3ccsc3n2)c(C)c1	-3
12	Cc1ccc(CN2C(=O)C3CCCN3c3ccc(S(=O)(=O)N4CCOCC4)cc32)cc1 (stereo unspecified)	0
13	Cc1cc(C)nc(NC(N)=NC(C)c2ccccc2)n1 (stereo unspecified)	1
14	CCCc1ccc(/C=C2\C(=O)c3ccccc3C(O)=C2C(=O)OCC)cc1	0
15	CCn1c(O)c(C2=c3ccccc3=NC2=O)c2cc(Br)ccc21	7
16	Cc1nc(NC(=O)c2cccc(Cl)c2)sc1-c1csc(Nc2cccc(Cl)c2)n1	-2
17	C=CCn1c(=N)c(C(=O)OCC)cc2c(=O)n3cccc(C)c3nc21	2
18	O=C1CCCCC1C(=O)c1ccccc1 (stereo unspecified)	-2
19	CCOC(=O)C1=C(C)NC(C)=C(C(=O)OCC)C1c1nc2ccccc2[nH]1	2
20	COCCn1c(-c2cc(OC)c(OC)c(OC)c2)nc2oc3cc(OC)ccc3c(=O)c2c1=O	6
21	O=c1ncc(F)c[nH]1	6
22	COc1ccc(N2Cc3ccc(C(=O)N/N=C\c4ccc(O)cc4O)cc3C2)cc1	4
23	O=C1N[C@H](Cc2ccccc2)C(=O)N[C@H]1Cc1cn(S(=O)(=O)c2ccccc2)c2ccccc12	-1
24	Cc1c(C=C2C(=O)c3ccccc3C2=O)cc(C#N)n1C	0
25	CC(=O)OC1=C(O)C(=O)c2ccccc2C1=O	-11

Arranged by the number under NR2E3 agonist (smallest number first): 3 of the compounds above.
cpd	compound	NR2E3 agonist
1	CCn1cc(C(=O)Nc2cccc(C)c2)c(=O)c2ccc(C)nc21	-4
23	O=C1N[C@H](Cc2ccccc2)C(=O)N[C@H]1Cc1cn(S(=O)(=O)c2ccccc2)c2ccccc12	-1
7	Cc1ccsc1/C=N/NC(=O)C1C(=O)NCC1c1ccccc1 (stereo unspecified)	11

More records.
cpd	compound	NR2E3 agonist
26	Cc1cc(C(=O)N/N=C/c2cc(Br)cc(Br)c2OC(=O)c2ccccc2)n[nH]1	-1
27	Cn1c(SCC(=O)Nc2ccc(N3CCOCC3)c(Cl)c2)nnc1-c1ccccc1	-1
28	Cc1ccc(Cl)cc1Nc1nc(-c2sc(NC(=O)c3cccc(Cl)c3)nc2C)cs1	7
29	CC(C)Cn1c(N)c(C(=O)COC(=O)c2cc(C3CC3)nc3ccccc23)c(=O)n(C)c1=O	5
30	COc1cc(S(=O)(=O)Nc2ccccc2)ccc1N=Cc1c(C)[nH]n(-c2ccc(C)cc2)c1=O	-4
31	O=C(O)Cn1cc(/C=C2/SC(=O)N(CC(=O)N3CCCCCC3)C2=O)c2ccccc21	-2
32	Clc1ccc(-c2n[nH]c3c2Cc2ccccc2-3)cc1Cl	1
33	O=C1c2ccccc2C(=O)C1(O)O	16
34	COc1cc2nc(Cl)nc(N3CCN(C)CC3)c2cc1OC	3
35	CCCCNS(=O)(=O)c1ccc2nc(-c3cccnc3)cc(C(=O)NCCCOCC)c2c1	-5
36	COC(=O)[C@@]1(Cc2ccccc2)[C@H]2c3cc(C(=O)N4CCCC4)n(CCSCCO)c3C[C@H]2CN1C(=O)c1ccccc1	3
37	CCCc1cc(SCC(=O)Nc2c(C)n(C)n(-c3ccccc3)c2=O)n2c(nc3ccccc32)c1C#N	1
38	Cc1nc(NC(=O)c2ccccc2)sc1-c1csc(Nc2ccc(F)cc2)n1	1
39	Cc1c(O)nc2sc3ccccc3n2c1=O	-2
40	C#CCOCCOCCOCCNc1nc(N2CCN(C(=O)CCCCCCCCCCNC(=O)[C@H](CO)n3cc(CCCSC)nn3)CC2)nc(N2CCN(C(=O)CCCCCCCCCCNC(=O)[C@H](CCCCN)n3cc(C[C@@H](C)CC)nn3)CC2)n1	-1
41	CC(C)n1c(SCC(=O)Nc2nncs2)nnc1-c1ccco1	0
42	NC(=O)CCC(NS(=O)(=O)c1ccc(Cl)cc1)C(=O)NCc1ccccc1 (stereo unspecified)	-2
43	COC(=O)c1cc(C(=O)c2ccccc2)n2c(=O)/c(=C\N(C)C)sc12	-2
44	Nc1nc(Cl)cc(NCCc2ccccc2)n1	-2
45	CN1C(=O)NC(c2ccccc2)C2=C1CN(Cc1ccccc1)C2=O (stereo unspecified)	4
46	CCOC(=O)OC(C)OC1=C(C(=O)Nc2ccccn2)N(C)S(=O)(=O)c2ccccc21 (stereo unspecified)	0
47	O=C1Nc2ccc(C(F)(F)F)cc2N2CCCC12 (stereo unspecified)	2
48	CC(C)N(C(=O)Cn1c(SCC(=O)N2CCN(c3ccccc3)CC2)nc2ccccc21)C(C)C	6
49	Cc1ccc(CNC(=O)Cn2c(=O)c3sccc3n(Cc3cccc([N+](=O)[O-])c3)c2=O)cc1	-2
50	Cn1c(=O)c2c(-c3ccccc3)n3c4ccccc4ncc3c2n(C)c1=O	-2

Further results:
cpd	compound	NR2E3 agonist
51	COc1ccc([C@H]2Oc3cc(O)cc(O)c3C(=O)C2[C@@H]2C(=O)c3c(O)cc(O)cc3O[C@@H]2c2ccc(OC)cc2)cc1 (stereo partly specified)	-4
52	Cc1ccc(C(=O)Nc2ccc(C(=O)N/N=C/c3ccncc3)cc2)cc1	-1
53	COc1ccccc1NC(=O)c1ccc([N+](=O)[O-])o1	-4
54	Cc1ccc(/C([O-])=C(/C(=S)NCc2ccco2)[n+]2ccccc2)cc1	2
55	COCCn1c(N/N=C(C)/C=C/c2ccccc2)nc2c1c(=O)[nH]c(=O)n2C	-1
56	O=c1[nH]c(=O)n(Cc2ccccc2)c2nc(-c3cccs3)n(CCO)c12	2
57	Cc1ccc(-c2csc(NC(=O)COC(=O)c3cccc(S(=O)(=O)N4CCOCC4)c3)n2)cc1	0
58	O=C(NCc1ccc2[nH]c3c(c2c1)CCCC3)N1CCOCC1	-1
59	COc1ccc(CN(C)CC(=O)Nc2ccc(Cl)cc2F)c(OC)c1	0
60	Cc1cc(N2C(=O)C(O)=C(C(=O)c3ccco3)C2c2cccnc2)no1 (stereo unspecified)	3
61	CC(=O)Nc1ccc2nc(NC(=O)c3ccc([N+](=O)[O-])s3)sc2c1	1
62	Cc1ccc(C)c(OCC(=O)N/N=C/c2c(C)nn(-c3ccccc3)c2Cl)c1	1
63	Cc1noc(C)c1S(=O)(=O)N1CCC(C(=O)N2CCN(c3ccc(F)cc3)CC2)CC1	2
64	N#C/C(=C\c1cc(Cl)c(OCc2ccc(Cl)cc2)c(Cl)c1)C(N)=O	-2
65	COc1cccc(C(=O)Nc2ccncc2)c1	-1
66	O=C1N[C@@H](Cc2ccccc2)C(=O)N2[C@H]3Nc4ccccc4[C@@]3([C@]34C[C@H]5C(=O)N[C@@H](Cc6ccccc6)C(=O)N5[C@H]3Nc3ccccc34)C[C@@H]12	-1
67	CCN(CC)C(=O)CSc1ncnc2c(-c3ccc(OC)cc3)nsc12	-3
68	CC(=O)N(Cc1ccco1)Cc1cc2cccc(C)c2n2nnnc12	0
69	N#C/C(=C\c1cccs1)C(=O)c1ccccc1Cl	1
70	Cc1ccc(NCc2ccc(C)s2)cc1	4
71	O=c1[nH]c2ccccc2c(O)c1-c1cc2ccccc2oc1=O	-2
72	CCOC(=O)C1=C(C)OC(N)=C(C#N)C1c1cc2ccccc2nc1N1CCCCC1 (stereo unspecified)	11
73	O=C(COc1ccc(Cl)cc1Cl)NC(=S)Nc1ccccc1C(=O)O	2
74	Cc1ccc(S(=O)(=O)N/N=c2\oc3ccccc3cc2C(=O)Nc2cccc(C)c2)cc1	4
75	NC(=O)CC[C@@H]1NC(=O)[C@@H]2CCCN2C(=O)c2cc([N+](=O)[O-])cc(I)c2NCCC[C@@H](C(N)=O)NC1=O	1

16 entries already listed, sorted by number of heavy atoms, falling:
cpd	compound	NR2E3 agonist
66	O=C1N[C@@H](Cc2ccccc2)C(=O)N2[C@H]3Nc4ccccc4[C@@]3([C@]34C[C@H]5C(=O)N[C@@H](Cc6ccccc6)C(=O)N5[C@H]3Nc3ccccc34)C[C@@H]12	-1
51	COc1ccc([C@H]2Oc3cc(O)cc(O)c3C(=O)C2[C@@H]2C(=O)c3c(O)cc(O)cc3O[C@@H]2c2ccc(OC)cc2)cc1 (stereo partly specified)	-4
75	NC(=O)CC[C@@H]1NC(=O)[C@@H]2CCCN2C(=O)c2cc([N+](=O)[O-])cc(I)c2NCCC[C@@H](C(N)=O)NC1=O	1
57	Cc1ccc(-c2csc(NC(=O)COC(=O)c3cccc(S(=O)(=O)N4CCOCC4)c3)n2)cc1	0
74	Cc1ccc(S(=O)(=O)N/N=c2\oc3ccccc3cc2C(=O)Nc2cccc(C)c2)cc1	4
63	Cc1noc(C)c1S(=O)(=O)N1CCC(C(=O)N2CCN(c3ccc(F)cc3)CC2)CC1	2
55	COCCn1c(N/N=C(C)/C=C/c2ccccc2)nc2c1c(=O)[nH]c(=O)n2C	-1
52	Cc1ccc(C(=O)Nc2ccc(C(=O)N/N=C/c3ccncc3)cc2)cc1	-1
67	CCN(CC)C(=O)CSc1ncnc2c(-c3ccc(OC)cc3)nsc12	-3
54	Cc1ccc(/C([O-])=C(/C(=S)NCc2ccco2)[n+]2ccccc2)cc1	2
61	CC(=O)Nc1ccc2nc(NC(=O)c3ccc([N+](=O)[O-])s3)sc2c1	1
71	O=c1[nH]c2ccccc2c(O)c1-c1cc2ccccc2oc1=O	-2
53	COc1ccccc1NC(=O)c1ccc([N+](=O)[O-])o1	-4
69	N#C/C(=C\c1cccs1)C(=O)c1ccccc1Cl	1
65	COc1cccc(C(=O)Nc2ccncc2)c1	-1
70	Cc1ccc(NCc2ccc(C)s2)cc1	4

Continued:
cpd	compound	NR2E3 agonist
76	O=C(NC(=O)N1CCN(c2ccc([N+](=O)[O-])cn2)CC1)c1c(Cl)cccc1Cl	2
77	O=C(Nc1ccccc1)Nc1ccc(Oc2ncnc3cc(Cl)ccc23)nc1	-1
78	Cc1ccc(/C=C/C(=O)Oc2ccc(C#N)cc2)o1	0
79	Cc1ccc(N/N=C2\CC(=O)c3ccccc32)cc1Cl	2
80	CC(=O)c1ccc(COC(=O)c2ccccc2NC(=O)C(C)C)cc1	0
81	CC(=O)OCC(=O)[C@@]12OC(C)(C)O[C@@H]1C[C@H]1[C@@H]3C[C@H](F)C4=CC(=O)C=C[C@]4(C)[C@@]3(F)[C@@H](O)C[C@@]12C	3
82	O=C(NC(=S)Nc1ccc(CN2CCOCC2)cc1)c1ccc(-c2ccc(Cl)cc2)o1	3
83	O/N=C/c1cc(Cl)ccc1OCc1cccc2ccccc12	-1
84	Cc1cccc2nc(COc3ccc(-c4ccccc4)cc3)cn12	0
85	O=[N+]([O-])c1cc([N+](=O)[O-])c2cccnc2c1O	5
86	Cc1ccc(S(=O)(=O)CCC(=O)Nc2ccc(S(=O)(=O)N(C)C)cc2)cc1	1
87	CCCCn1c2ccccc2c2nnc(SCC(=O)NC3=NN=C(c4ccccc4)CS3)nc21	4
88	Cc1c2c(nc3c(C(=O)NC4CCCCC4C)cnn13)CCCC2 (stereo unspecified)	3
89	Cc1noc(C)c1CSc1nnc2cc(C)c3ccccc3n12	3
90	COC(=O)[C@H](Cc1ccccc1)NC(=O)O[C@H]1C(=O)c2ccc(OC)cc2O[C@@H]1c1ccc2c(c1)OCO2	-1
91	COC(=O)CCC(=O)OC1(C)C(=O)C=C2C=C(C3CC3)OC=C2C1=O (stereo unspecified)	-1
92	COc1ccc(CC(=O)Nc2ccccc2Oc2ccccc2)cc1	1
93	O=C(c1cnn(C(=O)c2cccc(S(=O)(=O)N3CCOCC3)c2)c1)c1cc(Cl)cc(Cl)c1O	1
94	O=C(N/N=C/c1nn(-c2ccccc2)cc1-c1ccc(Cl)cc1)c1ccncc1	7
